# V1R ag counter: counter-screen for oxytocin receptor agonists: human V1a receptor agonists; P37288; CHO-V1R cells, Fluo-8 calcium fluorescence, agonist mode; 0% DMSO, 100% 3 nM vasopressin; activation, % at 3 µM; 0.25% of 320,000 active;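 active = activation above the mean activation of all tested compounds plus 3 SD, per screening run, cut at about 20% in these data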;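 also: signal is peak over basal fluorescence ratio across a 100 second FLIPR read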
# Target sequence (P37288 whole entry, looked up): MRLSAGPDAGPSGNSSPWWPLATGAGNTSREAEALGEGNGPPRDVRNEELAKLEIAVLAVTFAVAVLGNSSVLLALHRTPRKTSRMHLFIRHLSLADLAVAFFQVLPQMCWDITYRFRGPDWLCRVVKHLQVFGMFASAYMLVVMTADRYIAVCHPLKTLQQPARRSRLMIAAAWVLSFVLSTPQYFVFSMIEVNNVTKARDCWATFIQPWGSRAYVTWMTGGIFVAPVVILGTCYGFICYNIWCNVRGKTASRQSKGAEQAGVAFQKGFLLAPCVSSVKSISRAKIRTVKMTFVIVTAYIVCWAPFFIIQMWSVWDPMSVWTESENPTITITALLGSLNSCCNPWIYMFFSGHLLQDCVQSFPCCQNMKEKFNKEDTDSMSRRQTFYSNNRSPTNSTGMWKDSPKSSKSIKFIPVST
# MEKK2mut PB1 HTS: signal of MEK5 binding to mutant human MEKK2 PB1 domain. bead flow cytometry, Alexa488-MEK5 binding to MEKK2 mutant. percent response, % at 10 µM. 0.35% of 290,000 active; in the data active = percent response above about 24%, passing the limit was not always enough; also: inactives centre near 1; some results filed as inactive read as strong as hits; reference of the scale not given here
# NALP1 yeast inh: NALP1 inhibition | S. cerevisiae NALP1/ASC/caspase-1 growth, X-gal OD620, 72 h | inhibition, % at 10 µM | 0.61% of 280,000 active | AID 2071; in the data active = inhibition mostly above about 24%, no sharp cut-off; inactive = mostly below about 32%; also: some compounds called inactive have numbers as strong as hits
# GalR3 antag: antagonists of human GalR3. 0.44% of 360,000 active. HEK293 GalR3-CNG cAMP membrane potential fluorescence; galR3 body fused to GalR1 C-terminus. O60755. inhibition, % at 3 µM;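 active = inhibition above the screen-wide average plus 3 SD, cut at about 13% in these data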;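 also: forskolin and galanin both at EC90 stimulate the cells; cAMP rise reported by CNG channel membrane potential dye signal; 0% = forskolin plus galanin with DMSO and 100% = forskolin alone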
# GPR7 antagonist: blocks human GPR7 receptor signaling | GPR7-expressing cells, fluorescence antagonist assay | inhibition, % at 4.4 µM | 1.1% of 290,000 active | AID 1861; in the data active = inhibition above about 16%, passing the limit was not always enough;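 also: cells stimulated with the agonist NPW; 0% = agonist with vehicle and 100% = vehicle without agonist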
# MEKK2wt PB1 HTS: raises or lowers MEK5 binding to wildtype human MEKK2 PB1 domain | Q9Y2U5 | 1.1% of 290,000 active | AID 1531 | bead flow cytometry, Alexa488-MEK5 binding to MEKK2 WT; actives lie on both sides | binding response (% of control), % at 10 µM; in the data active = binding response below about 67% or above about 130%
# PHOSPHO1 inh: inhibitors of human PHOSPHO1 phosphatase; Q8TCT1; inhibition, % at 13.3 µM; AID 1565; recombinant PHOSPHO1, absorbance phosphatase assay; 1.1% of 290,000 active; in the data active = inhibition above about 60%
# Target sequence (Q8TCT1 whole entry, looked up): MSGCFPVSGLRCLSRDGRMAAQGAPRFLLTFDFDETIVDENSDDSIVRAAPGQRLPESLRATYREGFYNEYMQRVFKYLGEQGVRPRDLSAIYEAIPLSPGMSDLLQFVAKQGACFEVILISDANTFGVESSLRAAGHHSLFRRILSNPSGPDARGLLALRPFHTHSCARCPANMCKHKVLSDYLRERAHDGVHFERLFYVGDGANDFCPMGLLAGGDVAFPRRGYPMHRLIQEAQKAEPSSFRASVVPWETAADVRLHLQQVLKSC
# OXTR ag: human OXTR agonism; 0.32% of 320,000 active; P30559; activation, % at 3 µM; AID 2435; CHO-OTR cells, Fluo-8 calcium fluorescence; normalized: DMSO 0%, oxytocin 100%;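 active = activation above the mean of all tested compounds plus 3 SD, cutoff set per screening run, cut at about 20% in these data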;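 also: peak over basal fluorescence ratio from a 100 s FLIPR kinetic read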
# MEKK3 PB1 HTS: raises or lowers MEK5 binding to the human MEKK3 PB1 domain; binding response (% of control), % at 10 µM; 1.4% of 290,000 active; Q99759; bead-based flow cytometry, Alexa488-MEK5 binding to MEKK3; actives lie on both sides; 0 = blocked by unlabeled MEK5, 100 = vehicle;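 active = binding response more than 3 SD above or below the average of its plate-row segment, actives on both sides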;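 also: Alexa488 bead fluorescence after subtracting the streptavidin-only scavenger bead signal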
# Starred values were filed as active, the others as inactive; x = not tested or not shown.
SMILES,V1R ag counter,MEKK2mut PB1 HTS,NALP1 yeast inh,GalR3 antag,GPR7 antagonist,MEKK2wt PB1 HTS,PHOSPHO1 inh,OXTR ag,MEKK3 PB1 HTS
CCOC(=O)C1CCCN(c2c(Nc3cc(C)cc(C)c3)c(=O)c2=O)C1 (configuration not stated),1.6,7.0,13.5,3.4,-13.2,105.0,-7.3,0.0,108.0
CCOc1cc(C2NC(=O)NC(c3ccccc3)=C2C(C)=O)ccc1OCC(N)=O (configuration not stated),0.6,x,-4.5,1.6,-13.8,x,38.2,-0.2,x
CC1OC23CCCCC2C(C#N)(C(=N)O3)C1(C#N)C#N (configuration not stated),0.8,2.0,3.7,2.6,3.0,105.0,-15.8,0.5,100.0
CC(=O)Nc1ccccc1C(=O)N1CCN(Cc2ccc3c(c2)OCO3)CC1,1.1,6.0,20.0,-11.6,-19.4,106.0,13.8,-0.7,108.0
CC(C)c1nnc(NC(=O)c2ccc3c(c2)OCO3)s1,0.0,-1.0,-4.5,-6.3,-0.2,99.0,23.4,-0.9,96.0
Cc1ccc(S(=O)(=O)N2CCN(c3ccc([N+](=O)[O-])c(Sc4nncn4C)c3)CC2)cc1,-0.4,-2.0,5.5,-0.4,-1.5,92.0,-23.5,-0.9,92.0
Cc1ccc(C)c(N2CCN(C(=S)Nc3ccc4nc(N5CCOCC5)cc(C)c4c3)CC2)c1,2.4,-1.0,13.0,-7.0,-7.4,110.0,-12.6,0.4,126.0
Cc1c(CCC(=O)NCCCn2ccnc2)c(=O)oc2cc3oc4c(c3cc12)CCCC4,-1.5,4.0,-12.2,-6.8,-11.3,110.0,44.2,-2.7,105.0
CC(OC(=O)CCCC(=O)Nc1ccccc1)C(=O)c1ccccc1 (configuration not stated),2.8,4.0,12.7,-4.5,-0.3,103.0,8.2,1.7,104.0
COCCNC(=O)CNC(=S)N(Cc1ccccc1)Cc1cccnc1,0.3,0.0,25.5,-11.1,-10.6,102.0,-15.4,-0.2,118.0
O=C(NC(=S)NCC1CCCO1)c1cccs1 (configuration not stated),-0.1,0.0,4.9,-2.3,-12.8,98.0,-9.8,0.2,121.0
COC(=O)c1ccc(N2CCN(C)CC2)c(NC(=O)c2sc3ccccc3c2Cl)c1,0.5,22.0,x,-10.8,-4.0,172.0*,x,-0.3,111.0
COc1ccc(/C=N/NC(=O)c2cccc(Br)c2)cc1Cn1cc(Cl)cn1,0.3,-2.0,6.2,-8.3,3.5,96.0,24.2,-0.6,99.0
O=C1/C(=C\c2ccncc2)SC(=S)N1C1CCCCC1,-0.8,3.0,32.4,2.9,-10.9,100.0,0.3,-0.7,124.0
N/C(=N\c1nc2ccccc2o1)NC(=O)C(Cc1ccccc1)N1C(=O)c2ccccc2C1=O (configuration not stated),0.9,-1.0,3.3,0.9,-9.2,95.0,12.4,8.5,101.0
CCOc1ccc(NC(=S)NNC(=S)Nc2cccc(C(F)(F)F)c2)cc1,-0.8,1.0,0.4,-4.5,0.8,95.0,7.7,-2.1,103.0
CN(c1cccc(NS(=O)(=O)c2cccs2)c1)S(C)(=O)=O,3.2,6.0,9.9,-0.9,-6.0,107.0,-18.5,2.5,115.0
C=C(C)COc1ccc(-c2ncncc2-c2ccc(OC)cc2)c(O)c1,-0.6,2.0,6.8,-4.3,-9.0,100.0,23.9,-1.8,102.0
CCCN(CC(=O)Nc1ccc(F)c(F)c1F)Cc1cc(=O)n2ccsc2n1,-0.9,-1.0,2.5,-1.1,-5.7,105.0,-4.6,0.5,109.0
O=C(Nc1ccccc1F)c1cc(C(=O)Nc2ccccc2F)cc([N+](=O)[O-])c1,1.3,11.0,4.6,-3.0,0.0,105.0,-21.4,0.0,105.0

# Reprinted at random: two compounds from above
SMILES,V1R ag counter,MEKK2mut PB1 HTS,NALP1 yeast inh,GalR3 antag,GPR7 antagonist,MEKK2wt PB1 HTS,PHOSPHO1 inh,OXTR ag,MEKK3 PB1 HTS
CC1OC23CCCCC2C(C#N)(C(=N)O3)C1(C#N)C#N (configuration not stated),0.8,2.0,3.7,2.6,3.0,105.0,-15.8,0.5,100.0
CC(OC(=O)CCCC(=O)Nc1ccccc1)C(=O)c1ccccc1 (configuration not stated),2.8,4.0,12.7,-4.5,-0.3,103.0,8.2,1.7,104.0

# Entries listed so far marked active in MEKK2wt PB1 HTS.
smiles | MEKK2mut PB1 HTS | NALP1 yeast inh | GalR3 antag | GPR7 antagonist | MEKK2wt PB1 HTS | PHOSPHO1 inh | MEKK3 PB1 HTS
COC(=O)c1ccc(N2CCN(C)CC2)c(NC(=O)c2sc3ccccc3c2Cl)c1 | 22.0 | x | -10.8 | -4.0 | 172.0* | x | 111.0

# Further entries.
SMILES,V1R ag counter,MEKK2mut PB1 HTS,NALP1 yeast inh,GalR3 antag,GPR7 antagonist,MEKK2wt PB1 HTS,PHOSPHO1 inh,OXTR ag,MEKK3 PB1 HTS
O=C(CCC(=O)Nc1ccc(Br)cc1)N/N=C/c1ccccc1O,3.2,8.0,-11.0,-8.6,8.5,98.0,21.6,-0.7,99.0
COc1ccc(CCN2CC(C(=O)N(C)CCc3cn[nH]c3)CCC2=O)cc1 (configuration not stated),x,0.0,5.8,-6.9,1.8,101.0,21.8,x,102.0
COc1ccc(NS(=O)(=O)c2cn(C)cn2)cc1OC,0.3,1.0,19.8,6.8,2.9,104.0,11.9,0.2,102.0
COc1ccc(-c2nnc(SCC#N)o2)cc1,1.4,-1.0,29.7,-6.1,7.3,109.0,10.6,-0.1,105.0
CCOC(=O)C1CCN(c2cc3c(cc2NC(=O)c2ccccc2OCC)n(C)c(=O)n3C)CC1,0.7,1.0,6.4,-6.5,-31.6,95.0,27.3,0.3,100.0
Cc1nc2nc(-c3cccnc3)[nH]n2c(=O)c1C,2.5,x,8.9,-3.0,-9.3,x,9.4,1.4,x
CCOc1cc(CNn2cnnc2)cc(Cl)c1OCC(=O)NC(C)(C)C,0.2,1.0,17.2,-5.3,-16.6,108.0,39.5,-0.1,105.0
CSc1nnnn1CCn1nnnc1SC,1.9,3.0,4.8,-1.3,0.1,99.0,-4.6,-0.3,100.0
O=C(CS(=O)(=O)c1ccccc1)Nc1nc(-c2ccccc2)cs1,5.0,17.0,28.4,2.0,-0.3,111.0,9.7,-0.3,113.0
CC(=O)Nc1ccc(C(=S)NCC2(N(C)C)CCCCC2)cc1,3.0,2.0,6.9,-1.7,-9.7,99.0,4.2,2.2,95.0
CCOC(=O)c1sc(NC(=O)Cc2c(F)cccc2Cl)nc1C,3.2,-13.0,7.9,-5.6,3.2,70.0,-3.0,-0.8,73.0
Cc1ccc(S(=O)(=O)NCCOc2nc(N3CCOCC3)nc(N3CCOCC3)n2)cc1,-1.0,5.0,16.5,-5.7,-6.3,99.0,12.5,-1.0,101.0
COc1ccccc1Nc1nc(N)nc(CSc2nnc(C)s2)n1,0.7,-7.0,x,-3.5,9.3,96.0,-23.2,0.3,99.0
CC(=O)/C(C#N)=C1\NC(=O)C(Cc2ccccc2)S1 (configuration not stated),0.7,6.0,2.2,-2.9,-6.7,101.0,-10.0,2.9,104.0
CCC1Oc2ccccc2N(CC(=O)NCCc2ccc(OC)c(OC)c2)C1=O (configuration not stated),1.4,1.0,6.5,-4.1,-5.0,104.0,3.4,0.0,100.0
Cc1nc(C)n(C(C)CC(=O)O)n1 (configuration not stated),1.3,1.0,14.6,-3.4,-15.1,95.0,-4.7,0.4,99.0
COc1ccccc1CNC(=O)Cn1cccc1,0.3,1.0,20.4,-5.4,-3.1,107.0,-7.4,-1.0,101.0
Cc1ccc(C)c(OCC(O)CN2C(C)CCCC2C)c1 (configuration not stated),1.6,8.0,19.2,-6.8,9.6,107.0,-13.6,-0.5,102.0
CCOc1cc(C2C(C#N)=C(N)Oc3n[nH]c(-c4ccncc4)c32)cc([N+](=O)[O-])c1O (configuration not stated),1.2,-3.0,6.4,1.0,0.3,94.0,-6.8,0.1,98.0
Cc1c(Cl)c(=O)oc2cc(OCC(=O)NCc3cccs3)ccc12,1.6,-2.0,35.4,-2.2,-8.0,95.0,4.9,0.7,99.0
CCOC(=O)CC1=C(C(=O)OCC)C(c2ccc(C)o2)C(C#N)=C(N)O1 (configuration not stated),1.0,4.0,2.2,0.1,3.4,110.0,-21.3,-0.2,111.0
Cc1ccc(NC(=S)N(Cc2cccs2)Cc2cc3cccc(C)c3[nH]c2=O)cc1,0.9,-1.0,9.7,1.4,-1.9,100.0,-3.4,-0.1,103.0

# Profiles, looked up by structure. Order of values: V1R ag counter, MEKK2mut PB1 HTS, NALP1 yeast inh, GalR3 antag, GPR7 antagonist, MEKK2wt PB1 HTS, PHOSPHO1 inh, OXTR ag, MEKK3 PB1 HTS
# CCOc1cc(CNn2cnnc2)cc(Cl)c1OCC(=O)NC(C)(C)C is listed with 0.2, 1.0, 17.2, -5.3, -16.6, 108.0, 39.5, -0.1, 105.0
# CC(=O)Nc1ccc(C(=S)NCC2(N(C)C)CCCCC2)cc1 is listed with 3.0, 2.0, 6.9, -1.7, -9.7, 99.0, 4.2, 2.2, 95.0

# Arranged by heavy-atom count (ascending): three of the compounds above.
SMILES,V1R ag counter,MEKK2mut PB1 HTS,NALP1 yeast inh,GalR3 antag,GPR7 antagonist,MEKK2wt PB1 HTS,PHOSPHO1 inh,OXTR ag,MEKK3 PB1 HTS
Cc1nc(C)n(C(C)CC(=O)O)n1 (configuration not stated),1.3,1.0,14.6,-3.4,-15.1,95.0,-4.7,0.4,99.0
Cc1ccc(C)c(OCC(O)CN2C(C)CCCC2C)c1 (configuration not stated),1.6,8.0,19.2,-6.8,9.6,107.0,-13.6,-0.5,102.0
Cc1ccc(NC(=S)N(Cc2cccs2)Cc2cc3cccc(C)c3[nH]c2=O)cc1,0.9,-1.0,9.7,1.4,-1.9,100.0,-3.4,-0.1,103.0
